Bioassay records deposited in PubChem by National Center for Advancing Translational Sciences (NCATS).
IL1B secr inh: blocks inflammasome-driven IL-1 beta release. THP-1 LPS/ATP IL-1B secretion, AlphaLISA, 16 h; active compounds read low. AID 743279. activity change, % at 57.5 µM. 4.7% of 360,000 active; in the data active = activity change below about -50%; inconclusive = mostly about -30% to -49%; note: % is set by controls: 0 for no effect and ±100 for the full control effect
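Secreted IL-1B measured by AlphaLISA bead assay after 16 h compound exposure of THP-1 cells; compounds (final up to 57.5 uM) added 1 h before LPS (250 ng/mL) and ATP (1.25 mM) stimulation; lower signal means less secretion.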
HepG2 viability: counter-screen for TGF-b inhibitors: cytotoxicity in HepG2 cells; 0.76% of 410,000 active; Potency, µM (doses to about 46.1 µM), inactives show at the highest dose activity change, negative = cytotoxicity, usual class: cytotoxic; HepG2 CAGA-GFP viability, ATP luminescence, 18 h; note: potency is the fitted concentration of half-maximal effect; some results filed as inactive show a strong effect at the top dose
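CellTiter-Glo luminescence gave cytotoxicity after 18 hours at 37 degrees C. The cells were HepG2 CAGA-GFP in 1% FBS DMEM, stimulated with 500 pg/mL TGF-beta after compound addition. %Activity was normalised to no-cell wells (complete cell-killing) and DMSO (no toxicity), and curves were fitted and classified.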
MCF10A rerep: induces DNA re-replication in MCF 10a normal breast cells. MCF 10A DNA re-replication, Hoechst nuclear intensity, 48 h. Potency, µM (doses to about 46.1 µM), inactives show top-dose activity, positive = re-replication, hits mostly activators. 2.9% of 350,000 active. AID 624296; note: potency is the fitted concentration of half-maximal effect; % of control where 0% means no effect; nearly all actives have a fitted effect of over 50% in size
KB-3-1 tox: KB-3-1 parental cell cytotoxicity | KB-3-1 viability, CellTiter-Glo ATP luminescence, 72 h | Potency, µM (highest dose often 46.1 µM), inactives show at the top dose activity change, negative = cytotoxic, usual class: cytotoxic | 1.4% of 400,000 active; note: potency is the fitted concentration of half-maximal effect; % is set by controls: 0 for no effect and ±100 for the full control effect; nearly all actives have a fitted effect of over 60% in size
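Here the drug-naive KB-3-1 line serves as comparator for MDR sub-line selectivity; cells received compound titrations, 72 h at 37 °C, then CellTiter-Glo readout.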
HT1080-NT tox: kills 2HG-producing HT-1080-NT fibrosarcoma cells; Potency, µM (titrated, usually from 46.1 µM), for inactives: top-dose activity, negative = less viability, actives largely listed as cytotoxic; HT-1080-NT fibrosarcoma viability, CellTiter-Glo ATP luminescence, 48 h; 1.6% of 360,000 active;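 note: NT is the 2HG producing partner of a matched IDH1 knockdown line; potency is the fitted concentration of half-maximal effect; 0% = DMSO-treated cells and -100% = media-only wells without cells; nearly all actives have a fitted effect of over 55% in size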
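Luminescent CellTiter-Glo readout after 48 hours of compound exposure at 37 degrees C defined viability of HT-1080-NT cells. Activity was normalized to DMSO wells and cell-free media wells; concentration-response curves were fitted and assigned curve classes.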
HT1080 IDH1KD tx: HT-1080 IDH1 knockdown cell toxicity (counter line) | HT-1080 IDH1 knockdown viability, ATP luminescence, 48 h | Potency, µM (highest dose often 46.1 µM), for inactives: top-dose activity, negative = toxicity, actives largely listed as cytotoxic | 2% of 360,000 active | AID 686971;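 note: potency is the fitted concentration of half-maximal effect; 0% = DMSO wells and -100% = cell-free medium wells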
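In this qHTS, HT-1080 cells depleted of IDH1 are exposed for 48 h at 37 °C to compound titrations. Toxicity is scored from CellTiter-Glo luminescence, with DMSO as full viability and medium alone as none.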
ATXN viability: reduces viability in counter-screen for ATXN expression inhibitors; 0.49% of 400,000 active; S2 cells (HEK-293 line with an ATXN2-luciferase reporter) viability, CellTiter-Fluor protease fluorescence, 24 h; Potency, µM (top dose mostly 56.7 µM), usual class: cytotoxic; note: potency is the fitted concentration of half-maximal effect; nearly all actives have a fitted effect of over 40% in size
SW480 rerep: inducers of DNA re-replication in SW480 colon cancer cells; Potency, µM (doses to about 46.1 µM), for inactives: top-dose re-replication activation, most hits filed as activators; AID 624297; SW480 DNA re-replication, Hoechst DNA content imaging, 48 h; 1.8% of 340,000 active; note: potency is the fitted concentration of half-maximal effect; % of control where 0% means no effect; nearly all actives have a fitted effect of over 55% in size
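Compounds, transferred as 23 nL by pin tool, were incubated with cells for 48 hr; DNA content per nucleus was then quantified by Hoechst staining and fluorescence plate imaging.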
ATXN2 expr inh: reduces ATXN2 reporter expression in HEK-293 cells. 0.72% of 360,000 active. Potency, µM (highest dose often 57 µM), without a hit: top-dose activity change, negative = inhibition, most hits filed as inhibitors. HEK-293 ATXN2-luciferase reporter, luminescence, 24 h; note: potency is the fitted concentration of half-maximal effect; % is set by controls: 0 for no effect and ±100 for the full control effect; nearly all actives have a fitted effect of over 55% in size
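qHTS (up to 57 uM final) was run with 24 h compound exposure of reporter cells at 37 °C. Each well was multiplexed: SteadyGlo luminescence measured ATXN2-luciferase expression after a fluorogenic Gly-Phe-AFC viability readout (25 uM final).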
* marks the source's active call; other numbers are inactive results; i = inactive; ? = inconclusive; . = not tested or not shown; & = joins results of further samples; [ ] = remark or other dose. Unless noted, calls come from the whole dose curve; as a rule, active = well fitted curve in the direction sought with a large enough effect; inconclusive = small, poorly fitted or top-dose-only effect, or another doubt; inactive = no such curve, though single readings can be large; an effect the other way counts as inactive or inconclusive.

compound | IL1B secr inh | HepG2 viability | MCF10A rerep | KB-3-1 tox | HT1080-NT tox | HT1080 IDH1KD tx | ATXN viability | SW480 rerep | ATXN2 expr inh
CC1(C(=O)NS(=O)(=O)c2ccccc2Cl)CCN1C(=O)CCC1CCCC1 (configuration not stated) | 9 | 9% | . | 7% | 0% | 20% | i | . | 1%
COc1cc(/C=C/C(=O)c2ccc3c(c2)OCO3)cc(OC)c1OC | -97* | 22µM* | 179% | ? | ? | ? | ? | 284% | ?
CN(C(=O)C1CCCN(c2ncnc3c2nc2n3CCCCC2)C1)c1ccccc1F (configuration not stated) | . | -31% | . | ? | . | . | ? | . | 0%
C#CCOCCOCCOCCNc1nc(N2CCN(C(=O)[C@H](CCCCN)n3cc([C@@H](N)CO)nn3)CC2)nc(N2CCN(C(=O)[C@H](CCCCN)n3cc([C@@H](N)CC(C)C)nn3)CC2)n1 | 0 | 2% | 8% | -2% | -6% | -1% | i | -6% | -3%
CCOc1ccc(S(=O)(=O)NCCCn2ccnc2)cc1 | 15 | 10% | 23µM* | 3% | 3% | 0% | i | -8% | ?
COC(=O)c1ccc(Cn2cnc3c(cnn3-c3ccc(C)c(C)c3)c2=O)o1 | 5 | 2% | -2% | -8% | 16% | -5% | ? | -1% | -19%
COc1ccc(NC(=O)CN(c2ccc(F)cc2)S(=O)(=O)c2ccccc2)c(OC)c1 | 50 | -27% | ? | 3% | 4% | 7% | i | -19% | -28%
O=C(Nc1cccnc1)C1Cc2c(-c3ccccc3Oc3ccccc3)ccnc2O1 (configuration not stated) | ? | -22% | . | -5% | ? | ? | i | . | ?
COc1ccc(-n2nc3c(c2NC(=O)C24CC5CC(CC(C5)C2)C4)CS(=O)C3)cc1 (configuration not stated) | -29 | -2% | -1% | 4% | -3% | -2% | i | -5% | -7%
COc1ccc(N/C=C\C(=O)c2ccc3c(c2)OCO3)cc1OC | -5 | -6% | 15% | 11% | -8% | -30% | i | 3% | 54%[activator]
Cc1cccc(NC(=O)NCCn2c(=O)oc3ccc(C)cc32)c1 | . | 0% | . | -3% | . | . | i | . | 8%
Cc1cc(CNC(=O)C(C)n2nc(C)c([N+](=O)[O-])c2C)c2ccccc2n1 (configuration not stated) | 26 | -12% | -7% | -3% | -4% | -5% | i | -4% | -2%
CCCc1nnc(SCC(=O)Nc2nnc(CC)s2)n1CC1CCCO1 (configuration not stated) | 1 | -8% | -10% | 16% | 20% | 11% | i | -23% | -2%
CCC(=O)Nc1c2c(nn1-c1ccccc1)CSC2 | 16 | 2% | -13% | 8% | 17% | 0% | i | -2% | .
Cc1cc(C(c2cc(C)c(N)c(C)c2)c2ccco2)cc(C)c1N | 3 | 5% | 10% | -13% | -12% | -16% | i | -3%[9.22 µM] | -19%
COc1cccc(CNC(=O)C2CCN(S(=O)(=O)c3ccc(F)cc3)CC2)c1 | 11 | 13% | 1% | 22% | -3% | 1% | ? | -4% | 4%
CC(C)c1nc2oc3c(NCC4CCCO4)ncnc3c2c2c1CCC2 (configuration not stated) | -11 | -14% | ? | 29% | -24% | -19% | i | 12% | 2%
C[C@H](NC(=O)c1ccccc1Cl)C(=O)OC(C(=O)Nc1cc(C(F)(F)F)ccc1Cl)c1ccccc1 (some centres not stated) | ? | -30% | 11% | -3% | -4% | -5% | i | 7% | 1%
O=C(Nc1ccccc1C(=O)N1CCCCCC1)c1ccccc1 | 26 | 1% | -2% | -3% | -1% | 6% | i | -3% | -8%
O=C(O)C1(C(=O)O)CCCC1 | -5 | 6% | 0% | -20% | 3% | 17% | i | 22% | 1%
CCc1ccc(-n2cnc3cc(C(=O)NCC(OC)OC)ccc32)cc1 | ? | -5% | -2% | 16% | 7% | 7% | i | -3% | 4%
CCc1nc(Nc2ccc3nccnc3c2)c2oc3ccccc3c2n1 | 9 | 0% | 11% | 1% | -10% | -3% | i | -1% | -11%
Cc1csc(NC(=O)c2cn3ccccc3n2)n1 | 2 | -64% | 6% | ? | ? | ? | i | ? | 4µM*
COc1cccc(-n2c(Cn3nc(C(F)F)cc3C(F)F)n[nH]c2=S)c1 | -11 | -24% | 9% | -5% | 25% | 29% | i | 1% | 12%
S=C(Nc1nc2c(s1)CCCC2)NC1CC1 | 24 | -14% | -1% | 3% | 15% | 8% | ? | -17% | 51%[activator]
COc1ccc(CCN(C)Cc2ccc(OCc3ccccc3)c(OC)c2)cc1OC | ? | -33% | 19% | 0% | ? | ? | ? | ? | -18%
COc1ccc(NC(=O)/C=C/c2cccc(Br)c2)cn1 | -6 | -17% | 0% | -15% | ? | -21% | i | 1% | -35%
C=CCC1(CC=C)CCCN1C(=O)c1cc(COc2ccccc2SC)on1 | -1 | -19% | ? | . | -6% | -16% | i | 11% | -4%
CCOCCn1c(=O)c2c(nc3n2CC(C)CN3Cc2ccccc2)n(C)c1=O (configuration not stated) | 29 | -2% | -2% | 21% | 5% | 18% | i | ? | -5%
Nc1nc(C(=O)N2CCOCC2)nn1S(=O)(=O)c1ccccc1 | 24 | -2% | 5% | 3% | 0% | -6% | i | -1% | 1%
COc1ccc(Nc2ncnc3sc(C)cc23)cc1 | 2 | 5% | ? | 0% | 6% | 0% | i | 3% | .
COC(=O)c1cc(-c2ccc(C)cc2)n[nH]1 | -11 | -3% | 3% | 4% | 11% | 11% | i | -1% | .
Cc1c(C(=O)N(C)C)sc2c1c(=O)n(-c1ccc(F)cc1)c(=O)n2Cc1ccccc1C#N | . | -1% | . | 2% | . | . | i | . | 2%
O=C(COC(=O)CCN=C1NS(=O)(=O)c2ccccc21)NC1CCCCCCC1 | 5 | 5% | 11% | 25% | 7% | 2% | i | 2% | -8%
Cc1ccccc1N1CCN(C2CCCN(C(=O)CCN3CCCO3)C2)CC1 (configuration not stated) | 15 | 5% | 4% | . | 5% | 6% | i | 0% | -2%
COc1ccc(C(N)c2csc(Nc3ccc(C(=O)c4ccccc4)cc3)n2)cc1 (configuration not stated) | -28 | -105% | . | -1% | ? | ? | ? | . | ?
COc1cccc(CNS(=O)(=O)c2c(C(=O)N3CCCCC3)c(C)n(C)c2C)c1 | -14 | -4% | 6% | 5% | 8% | 1% | i | -2% | 8%
COc1ccc(CCNC(=O)CCc2c(C)nc3cc(-c4ccc(Cl)cc4)nn3c2C)c(OC)c1 | . | -24% | . | 7% | . | . | i | . | ?
Cc1ccc2c(c1)c1c3n2CCNC3CCC1 (configuration not stated) | ? | -27%&-35% | -2%&10% | 0%&-8% | ? | ? | i | 4%&-43% | 6%&-19%&-9%
Cc1nnc2ccc(N3CCCC3)nn12 | 18 | -23% | 10% | 13% | 17% | 11% | i | -5% | -1%

Compound profiles, from the list above. Screens in order: IL1B secr inh, HepG2 viability, MCF10A rerep, KB-3-1 tox, HT1080-NT tox, HT1080 IDH1KD tx, ATXN viability, SW480 rerep, ATXN2 expr inh
`COc1ccc(C(N)c2csc(Nc3ccc(C(=O)c4ccccc4)cc3)n2)cc1` (configuration not stated) reads -28, -105%, ., -1%, ?, ?, ?, ., ?
`Cc1nnc2ccc(N3CCCC3)nn12` reads 18, -23%, 10%, 13%, 17%, 11%, i, -5%, -1%
`O=C(COC(=O)CCN=C1NS(=O)(=O)c2ccccc21)NC1CCCCCCC1` reads 5, 5%, 11%, 25%, 7%, 2%, i, 2%, -8%
`Cc1ccccc1N1CCN(C2CCCN(C(=O)CCN3CCCO3)C2)CC1` (configuration not stated) reads 15, 5%, 4%, ., 5%, 6%, i, 0%, -2%
`Cc1c(C(=O)N(C)C)sc2c1c(=O)n(-c1ccc(F)cc1)c(=O)n2Cc1ccccc1C#N` reads ., -1%, ., 2%, ., ., i, ., 2%

Next section
compound | IL1B secr inh | HepG2 viability | MCF10A rerep | KB-3-1 tox | HT1080-NT tox | HT1080 IDH1KD tx | ATXN viability | SW480 rerep | ATXN2 expr inh
COc1ccc(CNC(=O)C2CCCN(Cc3nc(-c4cccc(C)c4)oc3C)C2)cc1 (configuration not stated) | ? | -40% | 18% | -13% | -21% | -22% | i | -1% | -23%
COC(=O)c1ccccc1NC(=O)NCc1cccnc1 | 26 | 3% | 187%[0.0737 µM] | 10% | 4% | -14% | i | -15% | 4%
CCCCCCN1C[C@@H](n2cc(COC(=O)c3ccccc3)nn2)[C@H](O)C[C@@H]1c1ccc(C)cc1 | -8 | 5% | . | ? | 9% | -14% | . | . | ?
Cc1ccc(C(=O)NC(=S)Nc2ccc(CN3CCOCC3)cc2)cc1 | -29 | -18% | -1% | -5% | -7% | -1% | i | 2% | -11%
O=C(c1ccc2c(c1)C(=O)N(Cc1ccncc1)C2=O)N1CCN(S(=O)(=O)c2ccc(OC(F)(F)F)cc2)CC1 | 8 | -26% | -7% | -5% | -1% | -5% | i | 0% | 2%
COc1cc(-c2c(NC(=O)c3ccco3)oc3ccc(Cl)cc3c2=O)cc(OC)c1OC | -12 | -5% | . | 3% | 19% | 4% | i | . | .
Cc1ccc(C)c2c1cc(C)c1nnc(SCC(=O)Nc3cccc(C(=O)O)c3)n12 | 19 | 9% | 0% | 12% | -1% | 5% | i | -6% | 20%
C=CCn1c(NCc2cc(Cl)ccc2O)nc2ccccc21 | -69* | -8% | ? | -4% | ? | ? | i | ? | 4%
Cc1c(NC(=S)NC(=O)c2ccc(COc3ccccc3)cc2)cccc1C(=O)O | 31 | -23% | 10% | 1% | -13% | ? | i | -3% | 1%
O=C(NNC(=O)c1ccncc1)Nc1ccc(Cl)cc1 | -19 | -2% | 0% | 12% | 1% | 21% | i | 2% | 21%
Cn1ccsc1=NC(=O)c1ccc(Cl)cc1 | -1 | -22% | -2% | 24% | 4% | -4% | ? | -5% | 36%[activator]
COc1ccccc1NC(=O)c1cc([N+](=O)[O-])ccc1NCCN1C(=O)CCC1=O | -4 | -6% | 2% | 0% | 2% | -1% | ? | -10% | .
